# Growth percent in the NCI-60 one-dose screen (48 h, 10 µM unless noted): 100 = growth as untreated, 0 = no growth, -100 = all killed.
# SNB-75: SNB-75 CNS cancer; actives 5% (n = 79,000); AID 1794750
# SF-539: SF-539 CNS cancer | AID 1794752 | actives 6.8% (n = 81,000)
# HCC-2998: HCC-2998 colon cancer; actives 4.7% (n = 79,000); AID 1794799
# SF-295: SF-295 CNS cancer cells; actives 5.6% (n = 79,000); AID 1794758
# SF-268: SF-268 CNS cancer cells; AID 1794759; actives 3.1% (n = 82,000)
# U251: U251 CNS tumor cells; AID 1794753; actives 5.4% (n = 80,000)
# SNB-19: SNB-19 CNS cancer cells | actives 2.5% (n = 81,000) | AID 1794751
# HCT-116: HCT-116 colon cancer; AID 1794798; actives 7.3% (n = 82,000)
# KM12: KM12 colon cancer cells. actives 5% (n = 82,000)
# * hit, by the source's call; · = no result given; & = joins results of further samples; [ ] = dose if it differs, or a comment. Rule for the calls: active = growth percent below 10; inactive = the rest.
# Results follow in this order: SNB-75, SF-539, HCC-2998, SF-295, SF-268, U251, SNB-19, HCT-116, KM12
COc1ccc(-c2nc3sccn3c2-c2nc3c([nH]2)C(=O)c2ccccc2C3=O)cc1
 : 82, 98, 96, 87, ·, 87, 96, 91, 103
CC(=O)c1cc(Cl)ccc1Cl
 : 100, 99, 96, 97, 98, 98, 111, 85, 99
c1ccc(Cn2ccnc2C2OCCO2)cc1
 : 95, 104, 121, 114, 112, 102, 115, 102, 105
O=C1OCC/C1=C/OCCCCO/C=C1/CCOC1=O
 : 66, 106, 116, 107, 108, 100, 101, 110, 108
CCN(CC)S(=O)(=O)c1ccc(Nc2ccccc2OC)c(N)c1
 : 119, 96, 95, 108, 90, 113, 95, 87, 100
Cc1ccc([N+](=O)[O-])c(C(=O)Nc2ccc(-c3ccc4c(c3)NC(=O)/C4=C\c3ccc[nH]3)cc2)c1
 : 43, 74, 48, -65*, 14, 6.9*, 31, 56, -11*
Nc1ccc(S(=O)(=O)NC2C(O)OC(CO)C(O)C2O)cc1 (centres undefined)
 : 97, 92, 100, 108, 97, 105, 104, 108, 103
COc1ccc(/C=C2\CN(Cc3cn(CCCNc4ccnc5cc(Cl)ccc45)nn3)C/C(=C\c3ccc(OC)cc3)C2=O)cc1
 : 70, 78, 95, 73, 46, 41, 73, 44, 45
O=C(O)c1cc([N+](=O)[O-])ccc1Br
 : 90, 95, 104, 97, 102, 96, 99, 99, 101
COc1ccc(C2NC(=O)NC(/C=C/c3ccc(O)c(OC)c3)=C2C(=O)/C=C/c2ccc(O)c(OC)c2)cc1 (centres undefined)
 : 60, 83, 109, 90, 94, 84, 94, 88, ·
O=C(Cn1c2ccccc2c2ccncc21)N/N=C\c1ccc2ccccc2c1
 : 3.8*, 28, 74, 29, 42, -26*, 40, -42*, 36
COc1ccc(Nc2nc3ccc(NS(=O)(=O)c4ccc(C)cc4)cc3[nH]c2=O)cc1
 : 81, 100, 113, 101, 107, 101, 100, 113, 108
O=C(NS(=O)(=O)c1ccc2ccccc2c1)n1cc(-c2ccncc2)c(-c2ccc(Cl)c(O)c2)n1
 : ·, 81, ·, 91, 96, 85, 109, 39, 103
C[C@]12CC[C@@H]3c4ccc(O)c([N+](=O)[O-])c4CC[C@H]3[C@@H]1CC[C@@H]2O
 : 95, 101, 112, 131, 99, 98, 114, 112, 109
NC(=O)C(N)C(N)=O
 : 97, 102, 107, 103, 107, 99, 104, 102, 110
CC(C)(C#CC(C)(C)OC(=O)Nc1ccccc1)OC(=O)Nc1ccccc1
 : 88, 102, 123, 107, 107, 98, 107, 108, 107
O=C(CCCCCCSc1nc(-c2ccc(Cl)cc2)cc(-c2ccc(Cl)cc2)n1)NO
 : 58, 28, 79, 53, 30, 17, 37, 18, 47
COc1cc(NC(=O)CC(C)=O)c(OC)cc1Cl
 : 91, 105, 104, 101, 111, 101, 102, 102, 107
S=C(Nc1ccccc1)N(/N=C/C=C/c1ccccc1)c1nnc(-c2ccccc2)c(-c2ccccc2)n1
 : 93, 108, 94, 104, 100, ·, 96, 98, 100
Cc1nc2ccccc2c2c1C(=O)OC(c1ccccc1)C2 (centres undefined)
 : 86, 101, 99, 94, 99, 100, 102, 103, 97
CCCc1cccc(-c2ccccc2)c1O
 : 93, 107, 100, ·, 109, 108, 109, 107, 111
N#C/C(=C\c1ccc(Cl)o1)c1cc2ccccc2[nH]1
 : 40, 89, 112, 94, 90, 96, 98, 92, 97
COc1ccc(-c2nc3ccc(C(=O)N=Nc4c(O)[nH]c5ccc(OC)cc45)cc3[nH]2)cc1
 : 99, 97, 119, 102, 99, 103, 98, 99, 95
CC1=C(CN(CC(=O)O)CC(=O)O)C(=O)C(C(C)C)=C/C1=C(\c1ccccc1S(=O)(=O)O)c1cc(C(C)C)c(O)c(CN(CC(=O)O)CC(=O)O)c1C
 : 90, 109, 124, 91, 112, 98, 101, 107, 103
COc1cc(Nc2nc(O)c(/C=C3\C=Nc4ccccc43)s2)cc(OC)c1OC
 : -64*, -85*, -48*, -73*, -38*, -80*, -39*, -59*, -72*
NC(Cc1ccc(O)c(O)c1)C(=O)O (centres undefined)
 : 85, 98, 94, 95, 100, 103, 106, 100, 101
CN(C)c1ccc(C2(c3ccc(N(C)C)cc3)OC(=O)c3cc(N(C)C)ccc32)cc1
 : 82&91, 90&96, 86&74, 83&98, 110&75, 93&88, 92, 80&78, 104&94
CCCCCCCC/C=C\CCCCCCCC(=O)OCCCC
 : 95, 107, 110, 104, 102, 99, 108, 102, 101
CC(=O)Nc1cccc(Nc2c(C#N)cnc3ccc(NC(N)=O)cc23)c1
 : 81, 114, 110, 105, 99, 105, 100, 93, 95
CSc1ncc(Br)c(Nc2ccccc2Cl)n1
 : 116, 94, 98, 100, 103, 92, 102, 107, 103

# The results go on.
# Results follow in this order: SNB-75, SF-539, HCC-2998, SF-295, SF-268, U251, SNB-19, HCT-116, KM12
COc1ccc(CN2CCc3c([nH]c(=O)[nH]c3=O)C2)c(OC)c1
 : 78[100 µM], 98[100 µM], 108[100 µM], 115[100 µM], 96[100 µM], 99[100 µM], 90[100 µM], 97[100 µM], 98[100 µM]
COc1cc(Cl)cc(-c2nn(C(=O)NCCN3CCOCC3)cc2-c2ccncc2)c1
 : 29, 68, 89, 53, 81, 58, 69, 51, 62
Clc1ccc(Nc2n[nH]c(-c3ccccc3)n2)c(Cl)c1
 : 10, 66, 94, 83, 79, 77, 76, 81, 46
Cc1cc(Cl)ccc1Nc1nc(C(F)(F)F)ccc1C(=O)N/N=C/c1ccc(N(C)C)cc1
 : 65, 41, -37*, -7.5*, 32, 16, 42, 19, 27
COc1cc(/C=N\N=C\c2cc(OC)c(OC)c(OC)c2)cc(OC)c1OC
 : 95, 97, 111, 101, 97, 99, 104, 94, 98
COc1ccc(-c2cc(=O)oc3cc(O)ccc23)cc1
 : 88, 96, 103, 98, 81, 100, 100, 89, 100
CCCCC(CC)CN(CC)CC (centres undefined)
 : 101, 109, 108, 106, 119, 106, 109, 110, 113
CN(C)c1ccc(-c2n[nH]c(Cn3nnnc3-c3ccccc3)n2)cc1
 : 86, 103, 100, 111, 98, 102, 99, 100, 106
COc1ccc(-n2nc(C)c3c(Nc4ccc(NC(=O)Nc5cc(C(F)(F)F)ccc5F)cc4)ncnc32)cc1
 : 26, 17, 21, -32*, 43, 13, 35, 22, 17
CCc1cc2c(c3c1C(=O)CC3)C(C)(C)CCC2
 : 91, 96, 95, 97, 102, 93, 100, 59, 102
Cn1c(O)c(C=Nc2ccc(S(N)(=O)=O)cc2)c2ccccc21
 : 108, 102, 124, 106, 113, 102, 106, 98, 28
O=C(Oc1c(Cl)c(Cl)c(Cl)c(Cl)c1Cl)Oc1c(Cl)c(Cl)c(Cl)c(Cl)c1Cl
 : 96, 101, 105, 97, 104, 99, 106, 109, 104
CCn1cc(C(=O)O)c(=O)c2cc(F)c(N3CCN(C(C)C(=O)Nc4ccc(/C(C)=N\O)cc4)CC3)cc21 (centres undefined)
 : 87, 102, 102, 100, 94, 99, 94, 107, 99
O=c1oc2ccc(Br)cc2cc1-c1csc(-n2ccc(-c3cc4cc(Br)ccc4oc3=O)n2)n1
 : 71, 90, 106, 88, 81, 94, 91, 97, 109
CCCCCOC(=O)N1CCCCC1
 : 92, 99, 92, 98, 106, 93, 103, 105, 112
Cc1ccc(N2CCC(=O)NC2=S)cc1
 : 86, 94, 110, 101, 98, 105, 101, 103, 103
O=C(O)c1sccc1O
 : 85, 85, 109, 77, 72, 77, 82, 15[100 µM], 78
CCCCCN(CCCCC)CCCNc1c2c(nc3ccc(Cl)cc13)CCCC2
 : 48, 47, 16, 38, 76, 35, 61, 5.4*, 56
COc1cc(N=Nc2ccccc2OC)ccc1N
 : 87, 72, 106, 93, 81, 87, 107, 96, 102
O=C(C[P+](c1ccccc1)(c1ccccc1)c1ccccc1)c1ccccc1
 : 84, 104, 94, 87, 95, 97, 94, 77, 101
COc1ccc(C(=O)c2cc(C(=O)/C=C/c3ccc(N(C)C)cc3)c3cc(C)ccn23)cc1
 : 88, 92, 115, 96, 105, 103, 98, 93, 99
Cc1c(Cl)ccc2c1-n1cccc1C(C)C2 (centres undefined)
 : 98, 102, 115, 100, 109, 107, 116, 113, 110
C#CC(C)(O)c1ccccc1 (centres undefined)
 : 88, 102, 121, 111, 98, 102, 98, 100, 103
CCN1CCN(c2ncnc3cc(OC)c(OC)cc23)CC1
 : 97, 101, 105, 114, 96, 101, ·, 106, 104
COc1ccc(C(=O)c2c[nH]c(C(=O)O)c2-c2ccc(OC)cc2)cc1
 : 77, 101, 103, 96, 100, 105, 102, 96, 97
O=C1c2ccccc2C(=O)N1/N=C/c1cc(Cl)cc(Cl)c1O
 : 85, 101, 107, 100, 112, 102, 108, 108, 107
CC12CC[C@@H]3[C@]4(C)COC(c5cccc(Cl)c5)O[C@@H]4CC[C@@]3(C)[C@@H]1CC(C1=CCOC1=O)O2 (some centres undefined)
 : 94, 97, 88, 86, 97, 89, 92, 63, 88
C/C=C/C(=O)OCCc1ccccc1
 : 93, 109, 114, 110, 104, 101, 101, 113, 105
COc1ccc(C(=O)C/C(=C\c2ccc(O)c(OC)c2)C(=O)NN)cc1
 : 100, 81, 104, 102, 92, 85, 85, 72, 73
ClC1=NC2NN=C(c3cccc(Cl)c3)N2c2nc[nH]c21 (centres undefined)
 : 93, 88, 108, 97, 108, 101, 107, 106, 100

# Further entries follow:
# Results follow in this order: SNB-75, SF-539, HCC-2998, SF-295, SF-268, U251, SNB-19, HCT-116, KM12
CC(C)(C)C(=O)C[n+]1cccc2c3ccccc3ccc21
 : 110, 92, 94, 80, 109, 72, 87, 92, 88
CC(C)(C)[Si](C)(C)OCC1OC(n2cnc3c(N)ncnc32)CC1O (centres undefined)
 : 73, 101, 104, 93, 101, 101, 117, 105, 105
CC1CCN(CCCCCOc2ccc3oc4ccccc4c(=O)c3c2)CC1
 : 85, 78, 79, 90, 79, 68, 87, 53, 70
O=C(Nc1ccc(Cl)c(C(F)(F)F)c1)N1CCN(c2cc(-c3cn(-c4ccccc4)nc3-c3cccc(O)c3)ccn2)CC1
 : 5.1*, 7.9*, 6.3*, -37*, 2.3*, 12, 17, 4.8*, -8.1*
O=C(NNC(=O)c1cccc2ccccc12)c1cccc(Cl)c1
 : 105, 112, 104, 120, 103, 99, 105, 104, 112
COC(OC)c1cc(C)nc(NS(=O)(=O)c2ccc(N)cc2)n1
 : 98, 96, 104, 93, 99, 91, 102, 102, 107
O=C(O)c1ccccc1-c1c2cc(I)c(=O)c(I)c-2oc2c(I)c(O)c(I)cc12
 : 86&96, 98&100, 109&101, 105&100, 101&98, 105&102, 100&91, 105&101, 112&110
C#CCOc1cccc(Nc2ncnc3ccc(NC(=O)CCl)cc23)c1
 : 28, -87*, -62*, -68*, -8.7*, -61*, -24*, -51*, -51*
COC(c1ccc2c(c1)OCO2)C(C)Br (centres undefined)
 : 77, 92, 105, 101, 107, 97, 101, 89, 94
COc1ccc(CN2CCc3c(Cl)nc(N)nc3C2=O)c(OC)c1
 : 4.5*[100 µM], -25*[100 µM], -86*[100 µM], 42[100 µM], -22*[100 µM], 4.8*[100 µM], 34[100 µM], -73*[100 µM], 11[100 µM]
O=S(=O)(Oc1ccc(-c2ccc3sccc3c2)cc1)c1ccc(F)cc1
 : 120, 110, 87, 96, 108, 101, 103, 102, 104
CCCCCCCCCCCCc1ccc([N+](CC)(CC)CC)cc1
 : 34, 59, 37, 49, 48, 30, 32, 42, 26

# Screening results from PubChem.
